# Source: PubChem
# IMP-1 inhibitor = inhibitors of Pseudomonas aeruginosa IMP-1 metallo-beta-lactamase; 290,000 tested, 0.45% active; inhibition, % at 5.6 µM; purified IMP-1, nitrocefin hydrolysis, epi-absorbance fluorescence;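 active = inhibition above the mean plus 3 SD of all compounds in the same screening run, cut at about 4.5% in these data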;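 also: 0% = IMP-1 with DMSO and 100% = DMSO wells lacking enzyme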
#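 System: Purified recombinant IMP-1 metallo-beta-lactamase enzyme | Measured by: Fluorescence quenching readout, ex 480/em 530 nm | Replication: Singlicate | Incubation: 15 min preincubation plus 25 min reaction at 25 °C | Evaluation: Percent inhibition from optical density relative to buffer-blank wells | Benchmarks: DMSO with and without IMP-1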
# GalR3 antag = human GalR3 antagonism; O60755; HEK293 GalR3-CNG cAMP membrane potential fluorescence; galR3 body fused to GalR1 C-terminus; inhibition, % at 3 µM; 360,000 tested, 0.44% active; AID 651719;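 active = inhibition above the screen-wide average plus 3 SD, cut at about 13% in these data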;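 also: forskolin and galanin both at EC90 stimulate the cells; cAMP rise reported by CNG channel membrane potential dye signal; 0% = forskolin plus galanin with DMSO and 100% = forskolin alone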
# IDE cell inh = inhibitors of human insulin-degrading enzyme in cells; 320,000 tested, 0.41% active; inhibition, % at 5.59 µM; HEK cells, FAbetaB cleavage, fluorescence polarization;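 active = percent inhibition above the average of all tested compounds plus 3 SD, set per screening campaign, cut at about 16% in these data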;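 also: IDE supplied by intact live HEK cells; FP after avidin binding of uncleaved biotin substrate so inhibition keeps polarization high; 0% = DMSO wells and 100% = 60 µM reference IDE inhibitor Ii1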
# UBC9 SUMO inh = inhibitors of human SUMOylation (UBC9). P63279. HTRF SUMOylation assay, SAE1/SAE2 + UBC9, in vitro. inhibition, % at 35 µM. 290,000 tested, 0.36% active. AID 2006; in the data active = inhibition above about 50%, passing the limit was not always enough; also: strong numbers were not always called active
# NS3 helicase inh = inhibitors of Hepatitis C virus NS3 helicase | NS3 helicase DNA unwinding, Cy5 molecular beacon fluorescence | inhibition, % at 10.9 µM | 290,000 tested, 0.56% active;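 active = inhibition above the mean of all tested compounds plus 3 SD, set per campaign, cut at about 35% in these data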;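 also: 0% = DMSO wells and 100% = thioflavine S control wells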
#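 Compound dosing – single dose, 10.9 µM nominal final, DMSO 0.8% final · System – NS3 helicase fragment of HCV · Buffer or medium – MOPS pH 6.5, MgCl2, DTT, Tween20, BSA · Signal – Cy5 beacon fluorescence read at start and 1 h · Also added – annealed dual-labelled DNA beacon duplex, ATP-started · Schedule – 1 h at 25 °C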
# p-CIP stab down = p/CIP protein destabilization; Q05BA5; F442A p/CIP-EGFP cells, EGFP fluorescence, 16 h; decrease of EGFP signal, % at 10 µM; 290,000 tested, 0.01% active; AID 1984;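 active = EGFP signal decrease of at least 30% at 10 µM or well 3 SD below plate mean, unless failing retest; inactive = the rest, including hits failing retest or dose response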; also: some compounds called inactive have numbers as strong as hits; many of its hits are not listed in these tables
# Target sequence (Q05BA5 1-1403): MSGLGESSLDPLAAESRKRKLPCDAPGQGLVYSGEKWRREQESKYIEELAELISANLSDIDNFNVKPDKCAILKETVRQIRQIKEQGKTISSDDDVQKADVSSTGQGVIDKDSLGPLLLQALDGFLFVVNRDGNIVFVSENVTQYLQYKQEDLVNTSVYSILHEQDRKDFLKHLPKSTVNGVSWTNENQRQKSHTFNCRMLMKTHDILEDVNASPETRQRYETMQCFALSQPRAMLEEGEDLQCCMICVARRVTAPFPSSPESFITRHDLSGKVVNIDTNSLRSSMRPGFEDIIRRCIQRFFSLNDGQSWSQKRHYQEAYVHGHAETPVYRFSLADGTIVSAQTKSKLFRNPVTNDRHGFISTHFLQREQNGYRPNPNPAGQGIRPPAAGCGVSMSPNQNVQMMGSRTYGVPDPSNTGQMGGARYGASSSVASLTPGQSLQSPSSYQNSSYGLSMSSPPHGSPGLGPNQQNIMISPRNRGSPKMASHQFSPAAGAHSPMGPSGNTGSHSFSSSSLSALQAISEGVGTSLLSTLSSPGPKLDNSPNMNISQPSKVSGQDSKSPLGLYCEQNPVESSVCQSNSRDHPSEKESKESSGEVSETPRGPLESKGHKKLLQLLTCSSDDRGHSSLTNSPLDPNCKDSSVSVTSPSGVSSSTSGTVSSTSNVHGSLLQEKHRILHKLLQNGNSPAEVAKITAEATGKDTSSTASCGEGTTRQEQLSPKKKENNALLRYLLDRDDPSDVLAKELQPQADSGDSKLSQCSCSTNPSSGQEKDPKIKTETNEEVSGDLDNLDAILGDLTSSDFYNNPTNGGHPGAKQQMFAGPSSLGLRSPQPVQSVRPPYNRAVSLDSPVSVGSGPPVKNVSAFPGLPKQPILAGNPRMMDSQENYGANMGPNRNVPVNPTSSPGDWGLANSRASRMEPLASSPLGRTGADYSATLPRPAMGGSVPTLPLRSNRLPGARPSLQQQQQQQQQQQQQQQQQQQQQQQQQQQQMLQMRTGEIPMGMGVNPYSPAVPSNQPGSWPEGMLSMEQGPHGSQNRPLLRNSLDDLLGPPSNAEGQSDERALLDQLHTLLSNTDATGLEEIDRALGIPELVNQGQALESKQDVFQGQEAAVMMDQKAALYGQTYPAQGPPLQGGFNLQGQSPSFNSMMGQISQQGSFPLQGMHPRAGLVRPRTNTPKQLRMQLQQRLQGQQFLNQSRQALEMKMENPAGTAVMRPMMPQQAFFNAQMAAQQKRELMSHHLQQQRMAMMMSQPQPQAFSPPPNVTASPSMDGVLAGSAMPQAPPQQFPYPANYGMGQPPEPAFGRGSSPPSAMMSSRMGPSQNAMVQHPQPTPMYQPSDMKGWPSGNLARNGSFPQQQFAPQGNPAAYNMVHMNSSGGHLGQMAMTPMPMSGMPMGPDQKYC
# IDE cell activ = activators of human insulin-degrading enzyme in cells | P14735 | HEK cells, FAbeta-B cleavage, fluorescence polarization; 0% vehicle, 100% cell-free pure enzyme wells | activation, % at 5.96 µM | 340,000 tested, 0.073% active;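 active = activation above the mean of all tested compounds plus 3 SD, set per screening campaign, cut at about 17% in these data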
# VIM-2 inhibitor = blocks Pseudomonas aeruginosa VIM-2 metallo-beta-lactamase; purified VIM-2, nitrocefin hydrolysis, epi-absorbance fluorescence; inhibition, % at 5.6 µM; 290,000 tested, 0.89% active;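 active = inhibition above the mean of all tested compounds plus 3 SD, cutoff set per screening run, cut at about 7.5% in these data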;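 also: red hydrolysis product quenches plate fluorescence so inhibitors raise well fluorescence; 0% = enzyme with DMSO and 100% = DMSO without enzyme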
# CRFBP-R2 block = CRF-BP/CRF-R2 complex antagonism; HEK293 CRF-R2/CRF-BP, CRF-induced calcium fluorescence; inhibition, % at 11.8 µM; 350,000 tested, 0.59% active; AID 588475;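 active = inhibition of the ligand-induced calcium signal above about 50% at the single tested concentration, limit read from the data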
# Numbers without * were called inactive; nt = not tested or not shown.
entry	IMP-1 inhibitor	GalR3 antag	IDE cell inh	UBC9 SUMO inh	NS3 helicase inh	p-CIP stab down	IDE cell activ	VIM-2 inhibitor	CRFBP-R2 block	Structure
1	nt	-2.8	-3.8	nt	nt	nt	4.3	nt	27.3	Cc1ccccc1Sc1ncccc1[N+](=O)[O-]
2	nt	1.5	-2.1	nt	nt	nt	2.6	nt	4.8	O=S(=O)(c1cccnc1)N1CCn2cccc2C1c1ccccc1F (centres undefined)
3	0.8	-9.9	-0.7	5.1	4.5	3.7	1.6	1.4	13.3	COc1cc2c(cc1OC)CN(C(=O)c1ccncc1)CC2
4	nt	-10.8	4.7	nt	nt	nt	0.1	nt	29.6	CCOC(=O)C1CCCN(C(=O)c2cc(S(=O)(=O)N3CCCCC3)ccc2Cl)C1 (centres undefined)
5	-2.5	0.7	5.8	1.3	-1.8	-1.3	3.7	-4.0	37.1	CCc1ccc(OCCOCC(O)CN(CCO)CCO)cc1 (centres undefined)
6	-2.3	-10.4	2.4	9.2	-3.2	-20.3	1.9	-3.9	-8.6	COc1ccc(-c2cn(-c3ccc(C)c(C)c3)c(=S)[nH]2)cc1OC
7	0.9	-6.9	-1.4	2.5	4.6	-13.2	4.2	0.9	-5.9	CNC(=O)c1cc(C(=O)c2ccccc2Br)c[nH]1
8	-1.8	-5.5	-2.5	-2.9	24.4	12.5	1.0	-2.7	-19.9	COc1ccccc1C(=O)NNC1CC(=O)N(c2ccc3c(c2)OCCO3)C1=O (centres undefined)
9	-0.6	1.1	3.1	-6.0	4.1	-0.4	0.6	-0.6	-3.9	O=C(CSc1nnc(-c2ccc(O)cc2)o1)N1CCOCC1
10	-4.8	nt	-4.2	3.6	1.4	-0.4	2.7	-2.0	22.7	COc1ccccc1S(=O)(=O)Cc1ccc(C(=O)NCc2ccc3c(c2)OCO3)o1

# Four compounds from above, arranged by their value in VIM-2 inhibitor, largest number first.
cpd	molecule	VIM-2 inhibitor
9	O=C(CSc1nnc(-c2ccc(O)cc2)o1)N1CCOCC1	-0.6
8	COc1ccccc1C(=O)NNC1CC(=O)N(c2ccc3c(c2)OCCO3)C1=O (centres undefined)	-2.7
6	COc1ccc(-c2cn(-c3ccc(C)c(C)c3)c(=S)[nH]2)cc1OC	-3.9
5	CCc1ccc(OCCOCC(O)CN(CCO)CCO)cc1 (centres undefined)	-4.0

# (listing goes on)
entry	IMP-1 inhibitor	GalR3 antag	IDE cell inh	UBC9 SUMO inh	NS3 helicase inh	p-CIP stab down	IDE cell activ	VIM-2 inhibitor	CRFBP-R2 block	Structure
11	-1.6	2.7	-0.1	-18.9	-1.2	14.0	3.3	-4.1	21.6	COC(=O)c1nnn(CC(=O)Nc2cccc(OC)c2)c1C(=O)OC
12	-2.4	-5.6	9.9	-3.7	23.6	-4.1	2.9	-2.9	8.5	CC(=O)N1CCN(C(=O)C2(NC(=O)Nc3ccc(C)cc3)CCCCC2)CC1
13	-3.0	-2.4	2.9	17.8	-6.8	-12.9	0.4	-2.6	-2.1	Cc1cc(C(F)(F)F)n2ncc(-c3ccc(F)cc3)c2n1
14	-3.8	0.6	0.8	12.2	-6.3	1.2	-0.2	-1.7	-2.5	CCOC(=O)N1CCC(c2cc(=O)n3[nH]cc(C(=O)OC)c3n2)CC1
15	-3.2	-6.6	-5.3	9.6	-3.9	-14.1	-0.1	-1.2	5.8	CCOC(=O)N1CCN(C(=O)C2CCN(S(=O)(=O)N(CC)CC)CC2)CC1
16	-2.6	-7.2	6.2	14.8	-17.4	-8.7	4.4	-3.4	16.5	COC(=O)CCC(=O)N1CCCC(N2CCN(c3ccc(OC)cc3)CC2)C1 (centres undefined)
17	-1.8	-7.9	2.0	-7.0	-25.0	11.6	nt	-1.7	-0.3	O=C(N/N=C/c1ccccn1)c1ccc(NC(=O)c2cccc([N+](=O)[O-])c2)cc1
18	3.3	-8.6	2.9	9.7	-6.3	-1.4	-0.9	0.9	11.2	CC1CCN(CCCNC(=O)C2CCC(=O)N2C2CCCC2)CC1 (centres undefined)
19	-0.6	3.3	9.4	18.1	-10.6	4.6	5.2	2.1	3.3	Cc1c(NC(=O)CSc2nnc3c4ccccc4n(CCc4ccccc4)c3n2)c(=O)n(-c2ccccc2)n1C
20	-1.1	-10.8	3.7	-9.4	8.6	-3.0	3.7	-0.9	-1.5	C=CCOc1ccc(Cl)cc1CNC1CCCC1

# Record cards, as listed above. Screens in order: IMP-1 inhibitor, GalR3 antag, IDE cell inh, UBC9 SUMO inh, NS3 helicase inh, p-CIP stab down, IDE cell activ, VIM-2 inhibitor, CRFBP-R2 block
# Record of `CCOC(=O)N1CCC(c2cc(=O)n3[nH]cc(C(=O)OC)c3n2)CC1` : -3.8, 0.6, 0.8, 12.2, -6.3, 1.2, -0.2, -1.7, -2.5
# Record of `Cc1c(NC(=O)CSc2nnc3c4ccccc4n(CCc4ccccc4)c3n2)c(=O)n(-c2ccccc2)n1C` : -0.6, 3.3, 9.4, 18.1, -10.6, 4.6, 5.2, 2.1, 3.3
# Record of `COC(=O)CCC(=O)N1CCCC(N2CCN(c3ccc(OC)cc3)CC2)C1` (centres undefined) : -2.6, -7.2, 6.2, 14.8, -17.4, -8.7, 4.4, -3.4, 16.5

# Other compounds follow:
entry	IMP-1 inhibitor	GalR3 antag	IDE cell inh	UBC9 SUMO inh	NS3 helicase inh	p-CIP stab down	IDE cell activ	VIM-2 inhibitor	CRFBP-R2 block	Structure
21	0.5	0.4	5.9	3.5	9.8	0.2	4.4	-1.1	3.3	O=C(O)c1[nH]c2ccc(Cl)cc2c1CC(=O)N1CCN(C(=O)c2ccco2)CC1
22	-3.9	-0.8	-3.6	-0.3	2.2	9.8	3.0	-3.9	17.9	COc1cc([N+](=O)[O-])cc(/C=N/NC(=O)Cn2nccc2C)c1O
23	-3.9	-3.9	4.0	5.1	-4.4	-8.4	2.3	-2.8	-18.3	CC(C)CC(=O)Nc1nc2c(c(=O)[nH]1)CCCC2
24	-2.0	-2.1	1.4	10.3	22.4	9.4	5.2	-1.3	-11.8	Cc1cc(NS(=O)(=O)c2ccc(NC(=S)NC(=O)c3ccccc3)cc2)no1
25	-2.4	-12.5	1.0	-20.0	-11.3	-29.1	-0.4	-4.1	-5.6	COc1ccc(S(=O)(=O)n2cnc3cc(C)c(C)cc32)cc1C
26	-3.1	-3.4	-3.0	9.0	13.7	-20.9	-1.1	-5.6	21.5	Cc1cc2oc(=O)cc(CN3CCCCC3C)c2c(C)c1Cl (centres undefined)
27	-4.0	nt	7.1	9.1	45.3*	-3.2	-6.9	-1.3	15.6	CC(C)c1ccc(C2CC(=O)N3CN(C)CSC3=C2C#N)cc1 (centres undefined)
28	-0.8	-3.9	5.0	14.2	-3.5	-4.5	2.0	1.5	4.3	Cc1nn(CC(=O)NCCN2CCOCC2)c(C)c1[N+](=O)[O-]
29	-3.3	3.2	1.3	4.2	4.6	-10.9	2.7	-1.8	15.8	CCCCOC(=O)Nc1nc2ccccc2s1
30	-2.2	-10.0	1.9	13.4	2.2	-14.5	2.6	-2.4	-5.9	CCOc1ccccc1NC(=O)c1ccc2c(c1)C(=O)N(CC)C2=O
31	-3.7	-4.2	1.6	2.7	-2.0	0.9	4.7	-0.1	1.3	CCc1sc(N(C(=O)Cc2ccccc2)c2ccc(F)cc2)nc1-c1ccccc1
32	-1.8	3.1	2.2	-9.7	3.4	-6.6	-0.7	-4.7	-21.4	CC(=O)c1sc(NC(=O)c2ccccc2F)nc1-c1ccccc1
33	-3.4	0.8	-0.3	1.3	-0.3	4.6	-4.0	-2.6	6.0	Cc1cc2c(nn1)CCc1c-2no[n+]1[O-]
34	-2.2	-0.9	4.6	-1.3	-25.4	-11.8	2.3	-2.2	-24.1	Cc1cccc(OCC(=O)NC2CCCc3ccccc32)c1C (centres undefined)
35	-2.2	2.0	nt	3.9	-2.8	-8.3	1.5	-2.8	8.5	CCC(=O)NCCc1nc2cc(NC(=O)c3ccc(Cl)cc3)ccc2n1C
36	-6.6	0.5	-3.8	4.5	7.6	6.0	1.2	-2.1	16.5	CC1(C)CC(=O)C2=C(C1)Nc1nc(SCCN3CCOCC3)[nH]c(=O)c1C2c1cccs1 (centres undefined)
37	-4.0	-2.4	-0.3	-30.5	-15.0	-0.3	1.5	-3.0	-21.3	CS(=O)(=O)N(CC(=O)Nc1ccccc1Sc1ccccc1)c1ccc(F)cc1
38	-3.8	-4.7	3.3	3.8	-17.3	-6.2	4.0	-2.3	16.2	O=C(Nc1ccc(OC(F)F)c(Cl)c1)Nc1ccc2c(c1)OCO2
39	-1.4	3.6	-2.4	-4.0	-3.8	6.1	-1.7	-0.8	-14.5	COc1cc(/C=N/NC(=O)C(=O)N2CCCCCC2)ccc1O
40	nt	-5.3	-1.7	nt	nt	nt	1.7	nt	1.2	CCOC(=O)c1sc2ncn(CC(=O)Nc3cc(C)on3)c(=O)c2c1C
41	-2.8	3.5	3.2	9.1	2.8	-8.4	2.1	-2.2	6.8	OC1(CC#CCN2CCCCC2)c2ccccc2-c2ccccc21
42	-1.7	-8.6	2.3	-21.0	9.2	4.4	5.7	-1.8	-12.7	O=C(NCCc1c[nH]c2ccccc12)C(=O)NCC(c1ccco1)N1CCN(c2ccccc2)CC1 (centres undefined)
43	-6.6	-5.4	-2.7	1.1	-7.6	-8.0	6.0	-0.8	-16.7	CCNS(=O)(=O)c1ccc(NC(=O)c2ccccc2)cc1
44	-1.7	-2.2	3.4	9.3	7.6	-10.6	1.3	-0.7	6.2	CC(=O)[C@@H]1[C@@H](C(=O)c2ccccc2)[C@]2(C(=O)Nc3ccccc32)[C@H]2C=Cc3cc(F)ccc3N12
45	-2.9	-3.0	4.0	23.0	0.4	-3.2	7.5	-3.3	-10.5	COc1ccc(NC(=O)c2cc3cc(OC)ccc3oc2=N)cc1
46	-2.0	-1.3	6.0	15.7	-5.2	-28.3	-3.3	-0.3	23.6	CC[n+]1c(/C=C2/C=C(C)CC(C)(C)C2)sc2ccc(OC)cc21
47	-3.6	-5.2	1.1	24.9	5.3	3.5	7.2	-5.1	7.8	Cc1cc2oc(C(=O)Nc3ccc(S(N)(=O)=O)cc3)c(C)c2cc1Cl
48	-2.5	-0.8	0.6	28.4	14.6	1.0	-1.8	-3.2	-2.8	Cc1ccc2oc(-c3cccc(N)c3)nc2c1
49	-1.6	6.0	7.9	13.8	1.7	-2.0	-4.4	1.3	6.0	CCOC(=O)c1nnn(-c2nonc2N)c1-c1ccc(F)cc1
50	-1.6	-6.9	-4.4	9.3	2.5	4.9	2.7	-0.2	-2.5	COc1cc(C(=O)NC(=S)Nc2ccc(Cl)c(C(=O)O)c2)cc(OC)c1OC
51	-4.1	nt	4.4	-34.2	-6.2	-9.8	4.2	-1.0	-25.5	CCCSc1nsc(NC(=O)C(c2ccccc2)c2ccccc2)n1
